VP16 counter = VP16 counterscreen qHTS for inhibitors of ROR gamma transcriptional activity; Drosophila S2 Gal4-VP16 UAS-luciferase, luminescence, 20 h; Potency, µM (titrated, usually from 53.6 µM), for the others: at the highest dose activity, negative = inhibition, hits mostly inhibitors; actives 3.5% (n = 310,000); AID 2546, 2010;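 further: Gal4-VP16 expression switched on by copper sulfate through the metallothionein promoter; potency means the concentration at half of the fitted maximal effect; on the % scale 0 is the no-effect control and ±100 the full control effect; nearly all actives have a fitted effect of over 50% in size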
FLuc counter = qHTS profiling assay for firefly luciferase inhibitor/activator using purifed enzyme and Km concentrations of substrates (counterscreen for miR-21 project); Luciferin 4-monooxygenase (Photinus pyralis), P08659; purified FLuc, Km substrates, luminescence inhibition; Potency, µM (top dose mostly 57.5 µM), without a hit: top-dose activity change, negative = inhibition, usual class: inhibitors; actives 6.9% (n = 360,000); AID 588342, 2011;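 further: potency means the concentration at half of the fitted maximal effect; plate controls were vehicle for no effect and reference inhibitor for full effect; nearly all actives have a fitted effect of over 55% in size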
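Biochemical qHTS of compounds, final roughly 60 µM downward over six points, against 10 nM purified firefly luciferase using Km concentrations of substrates (10 uM D-luciferin, 10 uM ATP) in Tris acetate pH 7.5 buffer; luminescence output.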
p53 reactivator = qHTS assay for re-activators of p53 using a Luc reporter. H1299 p53-A138V BP100-luciferase reporter, luminescence, 24 h. actives 0.063% (n = 320,000). Potency, µM (top dose mostly 92.2 µM), for the others: at the top dose activity change, positive = activation, actives largely listed as activators; further: potency means the concentration at half of the fitted maximal effect; % of control where 0% means no effect; nearly all actives have a fitted effect of over 45% in size
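H1299 (p53-null), stable ts p53-A138V + BP100-Luc; 1000 cells/well, Opti-MEM/10% FBS; cpd 4 pt, 1:5; 24 h, 37 deg C, 5% CO2; detection reagent 10 min RT; luminescence.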
ELG1 genotoxic = qHTS screen for small molecules that induce genotoxicity in human embryonic kidney (HEK293T) cells expressing luciferase-tagged ELG1. HEK293T ELG1-luciferase reporter, luminescence, 16 h. Potency, µM (titrated, usually from 46 µM), for the others: at the top dose activity change, positive = activation, most hits filed as activators. actives 1.3% (n = 330,000); further: potency means the concentration at half of the fitted maximal effect; % of control where 0% means no effect; nearly all actives have a fitted effect of over 60% in size
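DMSO vehicle served as control against compound-treated ELG1-luciferase HEK293T cells; exposure lasted 16 hr at 37 °C and 5% CO2, followed by ONE-Glo luminescence detection after 30 min.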
ELG1 DNA repair = qHTS screen for small molecules that inhibit ELG1-dependent DNA repair in human embryonic kidney (HEK293T) cells expressing luciferase-tagged ELG1 | HEK293T ELG1-luciferase reporter, luminescence, 16 h; DNA damage induced by 5-fluorouridine | Potency, µM (titrated, usually from 46.1 µM), without a hit: at the highest dose activity change, negative = inhibition, most hits filed as inhibitors | actives 2.3% (n = 330,000) | AID 504467, 2011; further: potency means the concentration at half of the fitted maximal effect; on the % scale 0 is the no-effect control and ±100 the full control effect; nearly all actives have a fitted effect of over 55% in size
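Step one: seed 2,000 cells per well. Step two: pin-transfer compound or DMSO alongside 5-fluorouridine. Step three: incubate 16 hr, 37 °C, 5% CO2. Step four: add ONE-Glo, wait 30 min, read luminescence.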
BRCA1 expr act = qHTS Assay to Identify Small Molecule Activators of BRCA1 Expression; Potency, µM (doses to about 46.1 µM), for the others: top-dose activation, most hits filed as activators; MCF7-BRCA1-FFLuc reporter, luminescence, 48 h; response scale: scaled: vehicle 0%, 10 µM genistein 100%; actives 1.1% (n = 380,000); further: potency means the concentration at half of the fitted maximal effect; nearly all actives have a fitted effect of over 80% in size; some results filed as inactive show a strong effect at the top dose
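MCF7-BRCA1-FFLuc, 2000 cells/well; 2 h attach, 37 °C/5% CO2; compound 48 h; luciferase substrate 15 min; luminescence end-point. Norm. to genistein 10 microM max activation and DMSO; concentration-response curves fitted.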
RORgamma inh = qHTS for inhibitors of ROR gamma transcriptional activity. Nuclear receptor ROR-gamma (Mus musculus), P51450. Drosophila S2 Gal4-RORgamma UAS-luciferase reporter, 20 h. Potency, µM (titrated, usually from 53.6 µM), without a hit: top-dose activity change, negative = inhibition, most hits filed as inhibitors. actives 5.4% (n = 310,000). AID 2551, 2010; further: potency means the concentration at half of the fitted maximal effect; on the % scale 0 is the no-effect control and ±100 the full control effect; nearly all actives have a fitted effect of over 60% in size
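Schneider cells (Drosophila), stable Gal4 DBD–ROR gamma + UAS-luc; 1 hr cmpd preincubation; Cu2+ induction 700 uM final; 20 hr ambient; luminescence.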
Tb PFK inh = qHTS Assay to Find Inhibitors of T. brucei phosphofructokinase. ATP-dependent 6-phosphofructokinase (Trypanosoma brucei brucei), O15648. T. brucei PFK, ADP-Glo luminescence. Potency, µM (series often up to 57.5 µM), inactives show top-dose activity, negative = inhibition, usual class: inhibitors. actives 0.17% (n = 330,000);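 further: potency means the concentration at half of the fitted maximal effect; 0% = uninhibited 1x PFK enzyme wells and -100% = no-enzyme wells; nearly all actives have a fitted effect of over 60% in size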
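1.25 nM PFK with 0.5 mM F6P and 0.1 mM ATP in 0.1 M TEA pH 8.0, 5 mM MgCl2, incubated 45 min at room temperature; ADP measured by ADP-Glo luminescence; compounds titrated up to 57 uM.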
Rab9 promoter act = qHTS Assay for Rab9 Promoter Activators | AID 485297, 2010 | Huh7 Rab9 promoter-luciferase reporter, luminescence, 24 h | actives 2.8% (n = 320,000) | Potency, µM (doses to about 9.22 µM), for the others: at the top dose activation, negative = inhibition, hits mostly activators; further: potency means the concentration at half of the fitted maximal effect; % of control where 0% means no effect; nearly all actives have a fitted effect of over 60% in size
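Luminescence read-out: Huh7 cells stably expressing Rab9-luciferase, treated 24 h with compound at 37 °C, then lysed with luciferase reagent for 10 min at ambient before reading.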
NPC1 prom act = qHTS Assay for NPC1 Promoter Activators; Huh7 NPC1 promoter luciferase reporter, 24 h; Potency, µM (top dose mostly 9.22 µM), for inactives: at the top dose activation, hits mostly activators; actives 2.4% (n = 320,000);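 further: potency means the concentration at half of the fitted maximal effect; % of control where 0% means no effect; nearly all actives have a fitted effect of over 60% in size; reporter is driven by a mutant NPC1 promoter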
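In 1536-well qHTS, Huh7 cells harboring an NPC1 promoter–luciferase construct received compound for 24 h; activation was quantified by luminescence following luciferase reagent addition.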
TRPV1 ag = HTS Assay for Compounds that Act as Agonists of the Vanilloid Receptor 1. Transient receptor potential cation channel subfamily V member 1 (Homo sapiens), Q8NER1. TRPV1-expressing cells, Fluo-8 calcium influx, agonist mode. activation, % at 8.33 µM. actives 0.19% (n = 320,000). AID 540275, 2011; in the data active means activation above about 80%; inconclusive means between about 30% and that limit; further: 0% is about no effect
Target sequence (Q8NER1 whole entry, looked up): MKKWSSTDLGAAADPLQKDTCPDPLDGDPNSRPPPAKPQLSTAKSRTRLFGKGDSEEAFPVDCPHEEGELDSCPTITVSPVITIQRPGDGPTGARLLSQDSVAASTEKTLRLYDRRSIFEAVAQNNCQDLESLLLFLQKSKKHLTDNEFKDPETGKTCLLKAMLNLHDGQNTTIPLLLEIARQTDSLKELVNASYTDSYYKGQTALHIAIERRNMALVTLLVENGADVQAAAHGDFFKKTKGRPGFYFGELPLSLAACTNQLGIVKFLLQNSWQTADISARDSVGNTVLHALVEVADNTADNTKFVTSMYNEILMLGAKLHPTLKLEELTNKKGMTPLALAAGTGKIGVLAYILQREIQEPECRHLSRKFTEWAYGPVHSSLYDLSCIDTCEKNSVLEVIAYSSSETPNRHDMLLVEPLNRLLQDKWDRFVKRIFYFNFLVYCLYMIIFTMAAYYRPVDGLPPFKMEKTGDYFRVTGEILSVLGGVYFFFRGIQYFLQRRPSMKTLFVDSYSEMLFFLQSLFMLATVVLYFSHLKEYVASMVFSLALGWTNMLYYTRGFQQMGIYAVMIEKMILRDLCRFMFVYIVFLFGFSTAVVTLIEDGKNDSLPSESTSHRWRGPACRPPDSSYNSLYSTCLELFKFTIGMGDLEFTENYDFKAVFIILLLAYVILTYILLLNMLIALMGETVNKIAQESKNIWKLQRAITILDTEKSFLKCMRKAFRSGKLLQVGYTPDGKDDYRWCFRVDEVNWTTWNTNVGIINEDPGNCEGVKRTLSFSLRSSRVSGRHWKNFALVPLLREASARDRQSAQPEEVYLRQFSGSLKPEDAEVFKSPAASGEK
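TRPV1-expressing cells were cultured overnight at 35.5C and loaded with Fluo-8 calcium dye for 40 to 90 min at room temperature. After a 10 s baseline, compound was added and calcium influx was read kinetically for 3 min (ex 480/em 520 nm).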
Numbers without * were called inactive; ? = inconclusive; . = no result given; & = joins results of further samples; [ ] = remark or other dose. Unless noted, the call rests on the fitted dose curve; in most records, active means well fitted curve in the direction sought with a large enough effect; inconclusive means small, poorly fitted or top-dose-only effect, or another doubt; inactive means no such curve, though single readings can be large; an effect the other way counts as inactive or inconclusive.

No.	compound	VP16 counter	FLuc counter	p53 reactivator	ELG1 genotoxic	ELG1 DNA repair	BRCA1 expr act
1	CCCCNC(=O)c1nn2c(C(F)(F)F)cc(-c3ccc(OC)cc3)nc2c1Br	-1%	1%	5%	-1%	-4%	-21%
2	CNc1ccc(SC#N)cc1	?	0%	6%	-7%	?	1%
3	C=C(C)C1CC=C(C)/C(=N/NC(=O)COc2cccc(C)c2)C1 (centres undefined)	8%	-1%	10%	0%	-15%	0%
4	COc1ccc(-n2nc3c(c2NC(=O)C(C)Oc2ccccc2)CS(=O)C3)cc1 (centres undefined)	-10%	2%	0%	-1%	5%	9%
5	O=C(Nc1ccccc1)OCCNC(=O)c1ccccc1	-3%	-7%	-8%	0%	-22%	-8%
6	CCCC(=O)N(Cc1cc2cccc(C)c2[nH]c1=O)c1ccccc1OC	-2%	7%	-9%	2%	-7%	-1%
7	Cc1cc(C)nc(NS(=O)(=O)c2ccc(NC(=S)NC(=O)c3cccnc3)cc2)n1	-1%	-17%	-1%	3%	-20%	-36%
8	O=C(NN1C(=O)c2ccccc2NC1c1ccoc1)c1ccccc1 (centres undefined)	7%	-6%	13%	4%	?	49%
9	CCN(CC)c1ncnc2c1cnn2Cc1ccc(C)cc1	-9%	5%	-5%	-1%	1%	-8%
10	CC(=O)Nc1ccc(-c2csc(NC(=O)CC(NC(C)=O)c3ccccc3)n2)cc1 (centres undefined)	7%	?	0%	1%	-1%	2%
11	O=C(NCCNC(=O)c1ccco1)c1ccc(F)cc1	-3%	-1%	-1%	1%	17%	0%
12	Cn1c(N)c(C(=O)CSc2ccc3c(c2)OCCO3)c(=O)n(C)c1=O	?	?	21%	-7%	?	21%

No.	RORgamma inh	Tb PFK inh	Rab9 promoter act	NPC1 prom act	TRPV1 ag
1	?	1%	6%	-6%	2
2	-31%	-16%	1%	1%	-1
3	8%	0%	-2%	-1%	19
4	-1%	1%	2%	-8%	-3
5	-1%[10 µM]	-4%	-1%	10%	1
6	-29%	-1%	2%	-6%	3
7	16%	19%	-7%	-4%	1
8	30%	-2%	29%	25%	1
9	14%	?	-5%[1.84 µM]	2%	1
10	11%	-1%	-3%	2%	-3
11	6%	2%	8%	0%	1
12	?	3%	6%	-1%	-2

Values by screen from the list.
Nos. 3 to 6 in ELG1 genotoxic read 0%, -1%, 0%, 2%
Nos. 3 to 6 in p53 reactivator read 10%, 0%, -8%, -9%
Nos. 3 to 6 in ELG1 DNA repair read -15%, 5%, -22%, -7%

Molecules shown so far that have a furan ring, fused or not:
No.	compound	VP16 counter	FLuc counter	p53 reactivator	ELG1 genotoxic	ELG1 DNA repair	BRCA1 expr act
8	O=C(NN1C(=O)c2ccccc2NC1c1ccoc1)c1ccccc1 (centres undefined)	7%	-6%	13%	4%	?	49%
11	O=C(NCCNC(=O)c1ccco1)c1ccc(F)cc1	-3%	-1%	-1%	1%	17%	0%

No.	RORgamma inh	Tb PFK inh	Rab9 promoter act	NPC1 prom act	TRPV1 ag
8	30%	-2%	29%	25%	1
11	6%	2%	8%	0%	1

Back to the main list; the two compounds before the break are reprinted first.
No.	compound	VP16 counter	FLuc counter	p53 reactivator	ELG1 genotoxic	ELG1 DNA repair	BRCA1 expr act
11	O=C(NCCNC(=O)c1ccco1)c1ccc(F)cc1	-3%	-1%	-1%	1%	17%	0%
12	Cn1c(N)c(C(=O)CSc2ccc3c(c2)OCCO3)c(=O)n(C)c1=O	?	?	21%	-7%	?	21%
13	CCc1ccc(N2C(=O)c3ccc4c5c(ccc(c35)C2=O)CC4)cc1	-7%	4%	0%	4%	12%	34%
14	CC(=O)c1ccc(O)c(CSc2nncn2C)c1	3%	7%	20%	7%	-18%	0%
15	CC(O)CNc1nc2c(c(=O)n(Cc3ccc(Cl)c(Cl)c3)c(=O)n2C)n1C (centres undefined)	-18%	4%	-4%	-1%	?	-39%
16	CCN(CC)C(=O)COc1ccc(-c2ccccc2)cc1	6%	13µM*	?	?	?	?
17	CCOc1ccc(CNC(=O)CCc2cn(C)c3ccccc23)cc1OC	14%	4%	-3%	0%	-25%	6%
18	Cc1cccc(N(Cc2cc3ccc(C)cc3[nH]c2=O)C(=O)c2ccco2)c1	-3%	?	-3%	-3%	?	-2%
19	O=C(Nc1cccc(C(F)(F)F)c1)c1cccc(NS(=O)(=O)c2ccc(Br)c(C(=O)O)c2)c1	-6%	?	-2%	-1%	5%	-24%
20	COCCn1c(SCc2csc(-c3ccccc3)n2)nc2ccccc21	2%	-5%	-10%	-4%	?	-62%
21	COc1cccc(NC(=O)CNCc2ccccc2)c1	.	-1%	.	7%	?	57%
22	Cc1ccnc(NS(=O)(=O)c2ccc(NC(=O)Cc3cccs3)cc2)n1	8%	-1%	6%	4%	14%	-3%
23	COc1ccc(S(=O)(=O)N(C)C[C@H]2Oc3ccc(NC(=O)C4CC4)cc3C(=O)N([C@H](C)CO)C[C@@H]2C)cc1	.	.	1%	-2%	?	-22%
24	CCOC(=O)c1cc(NC(=O)N(CC)C2CCCCC2)c(C)nc1C	?	-4%	-2%	0%	3%	1%

No.	RORgamma inh	Tb PFK inh	Rab9 promoter act	NPC1 prom act	TRPV1 ag
11	6%	2%	8%	0%	1
12	?	3%	6%	-1%	-2
13	14%	1%	11%	3%	-2
14	5%	-1%	-1%	-4%	-3
15	20%	-27%	-1%	-5%	12
16	-41%	-6%	?	?	5
17	-2%	5%	21%	-4%	?
18	?	0%	-1%	2%	?
19	24%	?	7%	-2%	0
20	?	6%	0%	-3%	13
21	.	0%	17%	5%	16
22	7%	-6%	-8%	-4%	-2
23	.	5%	.	.	.
24	?	0%	0%	?	3

Remaining list, next part:
No.	compound	VP16 counter	FLuc counter	p53 reactivator	ELG1 genotoxic	ELG1 DNA repair	BRCA1 expr act
25	O=C(CNC(=O)C12CC3CC(CC(C3)C1)C2)OCc1cc(=O)n2cc(Br)ccc2n1	3%	-1%	1%	0%	10%	-1%
26	O=C(O)c1cc(NCc2c(F)cccc2Cl)ccc1N1CCOCC1	-1%	-4%	10%	-6%	11%	0%
27	COc1ccc(C(=O)NC2(C(F)(F)F)C(=O)Nc3c2c(=O)[nH]c(=O)n3CCc2ccc(OC)c(OC)c2)cc1 (centres undefined)	-15%	-18%&-6%	-3%	-1%	15%	6%
28	CCOc1ccc(-c2ccc(/C=C3/C(=N)N4C(C)=CSC4=NC3=O)o2)c([N+](=O)[O-])c1	?	-14%	6%	-6%	26µM*	-31%
29	O=C(CSc1nc2c(c(=O)[nH]1)CCC2)Nc1cccc(Cl)c1	-3%	2%	-29%	0%	-2%	-16%
30	CCOc1ccc2c(c1)nc(SCC(=O)c1cccs1)n2C	5%	12µM*	10%	?	?	18%
31	O=C(NCCC1CCCCN1S(=O)(=O)c1ccc(F)cc1)C(=O)NC1CC1 (centres undefined)	.	4%	-3%	-1%	1%	-3%
32	CCC(=O)NC(Nc1nc2ccc(C)cc2s1)(C(=O)OC)C(F)(F)F (centres undefined)	-2%	-1%	-2%	-2%	-4%	-4%
33	FC(F)(F)c1ccccc1NC(=S)N1CCCC1	9%	0%	0%	2%	-5%	13%
34	Cc1ccnc(NC(=O)C2CCCN(S(=O)(=O)c3ccc4[nH]c(=O)ccc4c3)C2)c1 (centres undefined)	5%	6%	-16%	-1%[9.26 µM]	1%	-2%

No.	RORgamma inh	Tb PFK inh	Rab9 promoter act	NPC1 prom act	TRPV1 ag
25	-35%	-1%	0%	-3%	-1
26	?	-1%	-5%	6%	7
27	-16%	1%	-3%	-1%	-1
28	-24%	0%	0%	4%	1
29	12%	3%	0%	-6%	-3
30	?	0%	25%	?	8
31	.	-1%	-2%	-3%	0
32	-7%	0%	-3%	0%	0
33	-22%	0%	3%	-3%	2
34	19%	-1%	0%	2%	3

Bioassay records from PubChem.

Not a hit list; about 15% have a hit in one of these screens.
